Screening data: PubChem, several laboratories
Peg3 promoter – inhibitors of Peg3 promoter; HeLa PEG-Prom luciferase reporter, luminescence, overnight; inhibition, % at 20 µM; 1.7% of 360,000 active; AID 588405;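 active = inhibition of at least 50% at 20 µM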
TWEAK Fn14 block – blocks TWEAK-Fn14 interaction in a reporter cell assay. TWEAK-stimulated Fn14 reporter cells, luciferase luminescence, 8 h. 2% of 360,000 active. inhibition, % at 10 µM; in the data active = inhibition above about 50%
KKLEB tox – CF airway cell cytotoxicity counter-screen; KKLEB CF airway cells viability, ATPlite luminescence, overnight; active compounds read low; cells stimulated with P. aeruginosa culture filtrate; activity change (cytotoxicity), % at 5 µM; 0.36% of 360,000 active;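 active = corrected activity change at or below -50% at 5 µM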
MITF TRPM1 inh – MITF TRPM1 promoter inhibition in SK-MEL-5 cells | SK-MEL-5 TRPM1 promoter luciferase, 24 h | inhibition, % at 12.5 µM | 0.83% of 330,000 active | AID 488899;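 active = mean inhibition across replicates of 60% or more, whatever share of single replicates reaches that level; inconclusive = some that reach 60%, reason not given; inactive = mean inhibition across replicates below 60%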; also: values of inactives mirror those of a sister screen read the other way
Shn3 3UTR inh – inhibitors of Schnurri-3 3'UTR reporter in osteoblasts; Clone20 osteoblast Shn3 3'UTR firefly luciferase, 24 h; inhibition, % at 12.5 µM; 0.52% of 360,000 active;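 active = mean inhibition of at least 75% with every replicate also reaching 75%; inconclusive = mean inhibition at least 75% but some replicate below; inactive = mean inhibition below 75%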;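 also: 0% = median of neutral control wells and 100% = pilot-screen positive control compound; some compounds past the cut are filed as inactive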
TROY signal inh – TROY signaling inhibition; Q293 LMP1-TROYcd NF-kB luciferase reporter, 4 h; AID 1347056; inhibition, % at 10 µM; 0.98% of 360,000 active;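 active = compounds whose plate-normalised and pattern-corrected inhibition of the luciferase reporter signal at the single screening dose is 50% or more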
NR2E3 ag-1 – human photoreceptor-specific nuclear receptor agonism; inhibition of corepressor binding, % at 3.98 µM; CHO-S Gal4-NCOR/VP16-NR2E3 two-hybrid, luciferase; AID 602229; 0.35% of 360,000 active;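 active = inhibition above the mean of all tested compounds plus 3 SD, cut at about 70% in these data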;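 also: 0% = DMSO with NR2E3 transfected cells and 100% = cells lacking NR2E3 construct; higher means lower luciferase signal from less NR2E3 corepressor binding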
Target sequence (Q9Y5X4 whole entry, looked up, the tested form may be a part): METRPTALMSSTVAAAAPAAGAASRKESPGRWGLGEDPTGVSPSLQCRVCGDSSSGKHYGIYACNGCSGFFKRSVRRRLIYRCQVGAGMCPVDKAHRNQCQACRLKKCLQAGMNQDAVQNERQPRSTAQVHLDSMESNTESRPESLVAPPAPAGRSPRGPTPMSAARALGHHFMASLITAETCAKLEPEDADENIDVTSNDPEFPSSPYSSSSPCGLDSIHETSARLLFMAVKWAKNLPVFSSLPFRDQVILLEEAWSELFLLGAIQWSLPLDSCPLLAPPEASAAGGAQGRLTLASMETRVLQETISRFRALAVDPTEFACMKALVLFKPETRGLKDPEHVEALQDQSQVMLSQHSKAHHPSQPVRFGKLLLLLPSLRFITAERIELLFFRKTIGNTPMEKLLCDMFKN
HIF-2a block – inhibitors of HIF-2a; 786-0 RCC cells HIF-2a reporter, luciferase luminescence, overnight; inhibition, % at 18.8 µM; 0.72% of 360,000 active; AID 624352;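 active = inhibition of the luminescence signal of 40% or more relative to plate controls, in a single-dose primary screen at 18.75 µM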
TRAIL sens C8 – caspase-8 TRAIL sensitization. AID 624354. 1% of 360,000 active. inhibition (viability loss, TRAIL sensitization), % at 10 µM. NB7+C8 cells + TRAIL, ATPlite viability luminescence;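 active = compounds causing at least 50% loss of cell viability in the single-dose screen, relative to plate controls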
NR2E3 ag-2 – NR2E3 (human) agonism | inhibition of corepressor binding, % at 4.78 µM | 0.12% of 320,000 active | GST-NR2E3/biotin-RetCOR TR-FRET, 1536-well | AID 2300;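 active = percent inhibition above the cutoff of mean plus 3 SD of all tested compounds, set per screening campaign, cut at about 20% in these data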;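 also: 0% = DMSO wells and 100% = biotin wells as full block of FRET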
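System: GST-NR2E3 and biotin-RetCOR proteins; probe or stimulus: 7 nM biotin-RetCOR; doses: compound at 4.8 µM, single dose; schedule: Compound–protein incubation for 5 h at 4 °C; detection: time-resolved FRET; read-out: percent inhibition; controls: biotin wells as high control, 0.6% DMSO wells as low control; format: 1536-well plates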
CF NFkB inh – blocks PAF-induced NF-kB reporter in cystic fibrosis cells; KKLEB NF-kB-GFP reporter, GFP fluorescence overnight; inhibition, % at 5 µM; 0.86% of 360,000 active; AID 588850;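 active = at least 50% inhibition at 5 µM, scaled per plate between neutral and stimulator controls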;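 also: PAF is a Pseudomonas aeruginosa culture filtrate used as stimulus; plate controls were PAF-stimulated DMSO wells for no effect and unstimulated DMSO wells for full effect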
* = called active by the depositor; ? = inconclusive; . = no result given. Some of the compounds tested; rates above refer to the full screens.

SMILES | Peg3 promoter | TWEAK Fn14 block | KKLEB tox | MITF TRPM1 inh | Shn3 3UTR inh | TROY signal inh | NR2E3 ag-1 | HIF-2a block | TRAIL sens C8 | NR2E3 ag-2 | CF NFkB inh
O=C(COc1ccc([N+](=O)[O-])cc1)N1CCN(c2nnc(-c3ccccc3)c3ccccc23)CC1 | 34 | -7 | 11 | 22 | 33 | 7 | -8 | 17 | 12 | -2 | -12
O=C(Cc1ccc(Br)cc1)N1CCN(c2ccc(F)cc2)CC1 | -2 | 10 | -5 | 6 | 2 | -4 | 24 | -3 | 17 | 0 | 12
Brc1ccccc1-c1cnco1 | -3 | 4 | 6 | 9 | -2 | 7 | -12 | 16 | -1 | -2 | 9
CN(CC(=O)Nc1cccc(F)c1)C(=O)Cn1c(=O)oc2ccccc21 | 8 | 4 | -12 | 12 | 3 | 1 | -24 | 9 | -16 | -1 | 13
COc1ccccc1N1CCN(C(=O)CSc2ncccc2-c2nc3ccccc3[nH]2)CC1 | 16 | 56* | 7 | 10 | 32 | -5 | -23 | -35 | -6 | -1 | 0
CC(C)c1cc(=O)oc2c3c4c(cc12)CCCN4CCC3 | 14 | 5 | -6 | -1 | -9 | -10 | -24 | -9 | -4 | 3 | 10
COc1ccc(Cn2nnnc2C(c2ccc(N(C)C)cc2)N2CCC(C)CC2)cc1 (stereo not drawn) | 16 | -9 | 5 | -2 | 16 | -16 | -13 | 9 | -8 | 2 | 10
CCc1ccccc1NC(=S)N(CCCN1CCN(C)CC1)Cc1cccs1 | 0 | 13 | 12 | -10 | 6 | 7 | -29 | 10 | 14 | 0 | 5
CN1CCCN(C(=O)c2ccc(Br)cc2)CC1 | 8 | 5 | 14 | 10 | 1 | 24 | -33 | 10 | 7 | 4 | 0
C=CCOc1ccc(/C=C/C(=O)OCC(=O)NCc2ccco2)cc1 | -28 | 8 | -2 | -12 | -2 | -8 | -2 | -11 | 13 | 2 | 15
CC(NC(=O)c1cccc(C(F)(F)F)c1)C1CCCO1 (stereo not drawn) | -5 | 7 | 1 | -7 | 10 | 26 | -9 | 14 | -15 | 0 | 10
COc1ccc(CN2CCN(C(=O)CCC(=O)Nc3nnc(CC(C)C)s3)CC2)cc1F | 0 | 12 | -5 | 15 | 24 | 17 | 25 | 9 | 4 | -5 | -6
CC(C)(O)CN(C(=O)c1ccc([N+](=O)[O-])cc1)C1CCCC1 | -2 | 16 | 5 | 1 | 59 | 5 | -1 | -4 | 5 | . | 11
CC1(C)CC(=O)CC(=NCC(=O)O)C1 | 4 | -10 | -2 | 2 | -4 | -10 | -15 | 18 | 1 | 3 | -1
Cc1cc(/C=N/n2cnnc2)c(C)n1-c1cccc(Cl)c1 | 18 | 5 | -3 | 16 | 15 | 7 | -15 | 15 | -7 | 1 | 4
Cc1cc(C(=O)N2CCCc3ccccc32)no1 | -12 | 9 | -1 | 7 | 8 | -4 | -17 | -11 | 14 | 3 | 13
CC(=O)c1ccc(N(C(=O)CNC(=O)c2ccco2)C(C(=O)NC2CCCC2)c2cccnc2)cc1 (stereo not drawn) | -3 | 4 | 6 | -4 | -25 | 13 | -27 | 13 | -10 | 5 | -8
CCNC(=S)N/N=C/c1cc(C)n(-c2ccc(Cl)cc2)c1C | -217 | -36 | 0 | -90 | -28 | -25 | -41 | -296 | 7 | -2 | 2
CN(C(=O)COC(=O)c1cc2c(s1)CCCCC2)C1CCS(=O)(=O)C1 (stereo not drawn) | 9 | -24 | 11 | -12 | 6 | 2 | -25 | -4 | 11 | 1 | -12
COc1ccc(N(C)S(=O)(=O)c2cccc(C(=O)Nc3nnc(C)s3)c2)cc1 | -8 | 15 | 1 | -7 | 4 | 12 | 7 | 17 | -16 | -1 | -8
O=C(CSc1oc(-c2ccccc2)nc1S(=O)(=O)c1ccccc1)NCC1CCCO1 (stereo not drawn) | 18 | 4 | 8 | 2 | 15 | 0 | -20 | 25 | 4 | -2 | -37
Cc1cccc(NCC(=O)N/N=C\c2ccc[nH]2)c1 | 9 | 13 | -3 | 3 | 14 | -6 | -13 | -6 | -13 | 0 | 8
O=S(=O)(NCCCc1ccccc1)c1cccc2nsnc12 | 6 | 5 | -3 | -18 | 15 | 8 | 2 | 19 | -18 | 0 | 24
COc1ccc(-c2csc(C(C)(O)c3ccccc3)n2)cc1OC (stereo not drawn) | -12 | -10 | 0 | . | -4 | 0 | -24 | -53 | -15 | . | -14
O=C(NCc1cc(C(F)(F)F)cc(C(F)(F)F)c1)C12CN(Cc3ccccc3)CC1C(c1cccc([N+](=O)[O-])c1)=NO2 (stereo not drawn) | 8 | -3 | -11 | 0 | 14 | -18 | -2 | 2 | -7 | 2 | 7
COc1ccc(S(=O)(=O)NCC(c2cccnc2)N2CCN(C)CC2)cc1OC (stereo not drawn) | 23 | 1 | -5 | 3 | 9 | -2 | 1 | 14 | -14 | 1 | -8
Cc1cc(Cl)c(S(=O)(=O)N2CCN(c3ccc(F)cc3)CC2)cc1OCC(=O)NC1CCCCC1 | 21 | 49 | 4 | 4 | ? | 34 | 3 | 10 | 27 | 3 | 12
COc1cccc(CN2CCNC(=O)C2CC(=O)N(C)C2CCCCC2)c1 (stereo not drawn) | 7 | -4 | -13 | 6 | 10 | -2 | -20 | 10 | 10 | 4 | 22
C=CCn1c(-c2ccc(OC)c(OC)c2)cs/c1=N\c1ccccn1 | 0 | -8 | 0 | -6 | 4 | -30 | -25 | -48 | -3 | 2 | 7
COCCCNCCCCOc1ccc(C)cc1[N+](=O)[O-] | 7 | -2 | -10 | -9 | 13 | -6 | -15 | 5 | -4 | -1 | 19
COc1cc(OC)c2c(-c3cccc(-c4ccc(OC)c(OC)c4)c3)cc(=O)oc2c1 | -18 | 97* | -13 | ? | 10 | 16 | -7 | -2 | 11 | . | 48
COc1cc(CC(=O)OCC(=O)Nc2ccc3c(c2)OCCO3)cc(OC)c1OC | 11 | -14 | -1 | -20 | 4 | 8 | -9 | 11 | -2 | 2 | -13
CCC(C)C(NC(=O)OC(C)(C)C)C(=O)NC(C(=O)NC(C)C(N)=O)C(C)C (stereo not drawn) | 5 | 8 | -23 | -5 | 2 | -8 | 5 | 15 | -8 | 0 | 1
N#Cc1ccccc1OCC(=O)Nc1c(C(=O)C2CC2)oc2ccccc12 | 19 | -17 | -2 | 5 | -7 | -16 | -27 | 0 | 29 | 1 | -4
OCCOCCn1c(-c2ccccc2)nc(=S)c2c1CCCC2 | 4 | -19 | -22 | . | -24 | 10 | -14 | 12 | -17 | -4 | 8
O/N=C(\C[n+]1ccccc1)c1ccc(Br)cc1 | 14 | 18 | -5 | 3 | 0 | 13 | -4 | 5 | -7 | -1 | -6
COc1ccc(NC(=O)C2CCN(S(=O)(=O)c3cccc4nonc34)CC2)cc1OC | 12 | 7 | -2 | -4 | 4 | 8 | 25 | 8 | 4 | 0 | 5
COc1ccc(N2C(=O)CC(NC34CC5CC(CC(C5)C3)C4)C2=O)c(OC)c1 (stereo not drawn) | -6 | -3 | -1 | 3 | 4 | -22 | -1 | 2 | 4 | 1 | -8
COc1ccc(NC(=O)COC(=O)/C=C/c2ccccc2[N+](=O)[O-])cc1 | 6 | 19 | -9 | 4 | -4 | 19 | 9 | 6 | 3 | 4 | -2
COc1cc(N)c2ncccc2c1SC | 16 | -7 | -8 | . | -16 | -11 | -40 | 8 | 7 | . | -16
CCCCn1c(SCC(=O)Nc2cc(C)on2)nc2ccccc2c1=O | 14 | 0 | 4 | -7 | 15 | -4 | -14 | -8 | -12 | 0 | 14
CC(C)NC(=O)CN1CCN(c2ncccn2)CC1 | 1 | -2 | 23 | 9 | -5 | 3 | -29 | 11 | 0 | 4 | -30
COc1ccc(C2(CNC(=O)c3ccc(OC)c([N+](=O)[O-])c3)CCCCC2)cc1OC | 13 | -31 | -5 | 16 | 20 | -2 | -6 | 21 | 2 | -1 | 7
COCCN(CCOC)Cc1cc(=O)oc2cc(C)c(C)cc12 | 9 | -7 | 8 | . | -36 | -7 | -24 | 8 | -3 | . | -24
O=C(CSc1ccc(-c2ccncc2)nn1)c1ccccc1 | -20 | -11 | -14 | -3 | -5 | -5 | -10 | -6 | -16 | 0 | 4

Some of these compounds in order of the NR2E3 ag-2 value, low to high:
| SMILES | NR2E3 ag-2 |
| --- | --- |
| CCC(C)C(NC(=O)OC(C)(C)C)C(=O)NC(C(=O)NC(C)C(N)=O)C(C)C (stereo not drawn) | 0 |
| N#Cc1ccccc1OCC(=O)Nc1c(C(=O)C2CC2)oc2ccccc12 | 1 |
| CC(C)NC(=O)CN1CCN(c2ncccn2)CC1 | 4 |

Later entries.
SMILES | Peg3 promoter | TWEAK Fn14 block | KKLEB tox | MITF TRPM1 inh | Shn3 3UTR inh | TROY signal inh | NR2E3 ag-1 | HIF-2a block | TRAIL sens C8 | NR2E3 ag-2 | CF NFkB inh
O=C(COC(=O)c1ccc(OC(F)F)cc1)NCCCN1CCCC1=O | 2 | -12 | 6 | 3 | 1 | -5 | 0 | 8 | -6 | 0 | 4
O=C(O)c1[nH]c2ccccc2c1CC(=O)N1CCOCC1 | 0 | -4 | 10 | 4 | -7 | 12 | -22 | 16 | -7 | -3 | -3
C[C@@H]1CN[C@@H](CCO)/C1=C\c1ccccc1 | -20 | -17 | 11 | -2 | -8 | 4 | -7 | -7 | 2 | . | -14
Cc1ccc(S(=O)(=O)NCCNc2ccccc2[N+](=O)[O-])cc1 | -290 | 0 | -2 | -2 | -7 | -6 | -19 | -35 | -6 | 3 | 8
COc1ccc(NC(=O)CN2CCOCC2)cc1 | -3 | -2 | 1 | 2 | -12 | -8 | -3 | -16 | -14 | -2 | -1
COc1cc(OC)cc(C(=O)NCCCNC(=O)c2ccccn2)c1 | 7 | 5 | 4 | 3 | -7 | 0 | -6 | 12 | -2 | 2 | 11
COC(=O)c1ccc(=O)n(CC(=O)c2ccc(Cl)cc2)c1 | -22 | 15 | -14 | 4 | -12 | -18 | -24 | 1 | 0 | -2 | 2
O=C(CCCCC(=O)Nc1c(I)cc(I)c(C(=O)O)c1I)Nc1c(I)cc(I)c(C(=O)O)c1I | -3 | 8 | -19 | -1 | -5 | -3 | -14 | 2 | 10 | 5 | 11
CCCc1c(C)nc2ccc(OC)cc2c1SCCC(=O)O | 8 | -3 | 8 | 5 | -4 | -16 | -16 | 13 | -13 | 4 | -11
COc1ccc(-n2c(Cc3cccn3C)nnc2SCC(=O)Nc2cc(C)cc(C)c2)cc1 | 12 | 15 | 1 | 9 | 1 | 5 | -1 | -5 | 1 | -2 | 10
COc1cc(/C=N/NC(=O)c2nc(C)cc(C)n2)ccc1O | -28 | -2 | 1 | -29 | -27 | -23 | -27 | -35 | -3 | -1 | 5
O=C(CSc1nnc(Cc2ccccc2)n1C1CCCCC1)N1CCOCC1 | -33 | -2 | -8 | -17 | -12 | -42 | -34 | -51 | -5 | 0 | -7
